HDAC3 inh = inhibitors of human histone deacetylase 3. O15379. recombinant HDAC3, fluorogenic peptide/trypsin coupled, fluorescence. inhibition, % at 8.3 µM. actives 0.15% (n = 320,000); in the data active = inhibition above about 26%, passing the limit was not always enough
Target sequence (O15379 whole entry, looked up): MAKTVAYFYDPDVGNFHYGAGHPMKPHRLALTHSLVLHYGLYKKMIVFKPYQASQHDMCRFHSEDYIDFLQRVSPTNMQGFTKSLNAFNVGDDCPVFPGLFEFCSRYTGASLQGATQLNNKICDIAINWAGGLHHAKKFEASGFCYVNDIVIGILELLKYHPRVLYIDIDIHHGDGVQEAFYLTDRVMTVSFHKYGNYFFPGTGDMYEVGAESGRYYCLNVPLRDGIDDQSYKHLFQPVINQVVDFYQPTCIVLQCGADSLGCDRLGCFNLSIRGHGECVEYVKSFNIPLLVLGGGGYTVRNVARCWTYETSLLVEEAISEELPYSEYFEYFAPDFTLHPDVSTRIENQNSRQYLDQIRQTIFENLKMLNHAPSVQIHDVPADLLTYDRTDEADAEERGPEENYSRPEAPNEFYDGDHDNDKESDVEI
MrgX1 PAM = allosterically activates human MrgX1 receptor signaling | Q96LB2 | MrgX1-HEK293, Fluo-4 calcium flux, FDSS; stronger effect = higher value | B-score at 10 µM | actives 0.63% (n = 310,000) | AID 588675;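 active = plate-corrected calcium response at least 3 library SD above typical, normal starting fluorescence, not activating the receptor alone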;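 note: compound read alongside a low EC10 to EC30 dose of BAM8-22 agonist; peak minus trough fluorescence over baseline measured at the second addition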
Target sequence (Q96LB2 whole entry, looked up): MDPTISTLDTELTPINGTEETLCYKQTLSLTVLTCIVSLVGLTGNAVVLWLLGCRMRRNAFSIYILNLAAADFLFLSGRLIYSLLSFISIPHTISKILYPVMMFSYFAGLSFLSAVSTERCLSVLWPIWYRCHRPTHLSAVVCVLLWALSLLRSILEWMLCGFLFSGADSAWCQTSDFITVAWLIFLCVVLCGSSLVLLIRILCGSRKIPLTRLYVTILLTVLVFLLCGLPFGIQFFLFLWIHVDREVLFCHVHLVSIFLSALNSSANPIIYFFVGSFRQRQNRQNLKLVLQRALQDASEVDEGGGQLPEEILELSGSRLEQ
SKKanGAS inh = SKKanGAS growth inhibition; S. pyogenes SKKanGAS, kanamycin growth, BacTiter-Glo, 6 h; inhibition, % at 7.5 µM; actives 1.3% (n = 300,000); AID 1662;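 active = mean replicate score, as percent of positive control median, at least 50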;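 note: strain carries kanamycin resistance gene driven by streptokinase promoter and grows in 40 µg/ml kanamycin; loss of luminescence reflects streptokinase promoter inhibition or plain growth inhibition; 0% = median of DMSO wells and 100% = positive control at its reference dose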
TRPC6 activator = activators of mouse TRPC6 channel | Q61143 | HEK293-TRPC6 membrane potential dye fluorescence; stronger effect = higher value | B-score at 10 µM | actives 0.13% (n = 310,000);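 active = B-score of the integrated fluorescence ratio above library mean plus 3 SD, and starting fluorescence ratio within library mean plus 5 SD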;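 note: higher score means more depolarization so channel activation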
TRPC6 inh = blocks the mouse TRPC6 cation channel | actives 1.1% (n = 310,000) | Q61143 | B-score at 10 µM | AID 2553 | HEK293-TRPC6, membrane potential dye, ACh-evoked depolarization; stronger effect = lower value;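 active = B-score under library mean minus 3 SD, initial fluorescence not abnormally high, positive integrated signal ratio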;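 note: B-score derived from integrated fluorescence ratio over the kinetic read; more negative B-score means stronger inhibition of depolarization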
ANO1 block = mouse TMEM16A channel inhibition, primary screen; Q8BHY3; normalized B-score (activity score, 25-100; higher = stronger inhibition) at 10 µM; HEK293 TMEM16A/YFP iodide influx fluorescence, ionomycin; actives 1.2% (n = 310,000); AID 588511;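 active = ratio plate-corrected score three or more library SD toward inhibition, starting fluorescence score within five deviations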;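 note: score derived from kinetic fluorescence span divided by baseline fluorescence per well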
MrgX1 antag = blocks BAM8-22 activation of human MrgX1 receptor | MRGX1-HEK293 calcium flux, Fluo-4, BAM8-22 antagonism; stronger effect = lower value | B-score at 10 µM | actives 1.3% (n = 310,000) | AID 588676;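 active = calcium-response B-score plate-corrected more than 3 library SD below zero, starting fluorescence within 5 deviations, no agonist response on first addition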;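 note: peak minus trough fluorescence over baseline after final BAM8-22 challenge near maximal dose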
RGS4 block = inhibitors of human RGS4 | actives 0.45% (n = 310,000) | HEK293 M3R/RGS4 inducible, Fluo-4 calcium flux; stronger effect = higher value; triggered by carbachol at its EC20 | AID 463165 | B-score at 10 µM | P49798;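 active = B-score, a plate-corrected calcium signal, over three deviations above library mean, with baseline fluorescence within five deviations of library mean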;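 note: RGS4 expression induced by doxycycline in cells with stable M3 receptor; B-score is computed from the integrated fluorescence ratio over baseline after carbachol; higher B-score means a larger calcium signal and so more RGS4 inhibition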
Target sequence (P49798 whole entry, looked up): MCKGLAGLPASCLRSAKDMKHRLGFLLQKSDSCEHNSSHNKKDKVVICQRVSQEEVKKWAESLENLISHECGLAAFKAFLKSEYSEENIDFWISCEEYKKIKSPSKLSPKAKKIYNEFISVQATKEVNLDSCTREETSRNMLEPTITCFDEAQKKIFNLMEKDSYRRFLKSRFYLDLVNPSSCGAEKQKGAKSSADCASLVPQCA
TMEM16A act = activates or potentiates the mouse TMEM16A chloride channel; Q8BHY3; HEK293 TMEM16A/YFP-H148Q/I152L, iodide quench fluorescence; stronger effect = lower value; B-score at 10 µM; actives 0.3% (n = 340,000); AID 623877;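 active = fluorescence-ratio B-score plate-corrected deviation score at least 3 library SD below zero, with starting fluorescence score within 5 deviations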;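 note: channel opened by trigger with iodide after compound preincubation; score built on the fluorescence ratio of max minus min over baseline; more negative score means more quench and so TMEM16A activation or potentiation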
RGS4 pot = potentiators or activators of RGS4; HEK293 M3R/inducible RGS4, carbachol calcium flux Fluo4; stronger effect = lower value; B-score at 10 µM; actives 0.92% (n = 310,000);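 active = B-score of the integrated calcium signal more than 4 SD below the library mean, with starting fluorescence not abnormally high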;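 note: negative B-score means reduced calcium response which marks RGS4 activation or potentiation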
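test system = M3R-expressing HEK293 line, RGS4 induced by doxycycline | probe or stimulus = carbachol at ECmax as muscarinic agonist stimulus | timing = dye loading 30 min 37 °C, buffer rest 30 min RT | signal = calcium dye Fluo4 fluorescence | evaluation = B score from integrated fluorescence ratio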
MrgX1 agonist = activates human MrgX1 receptor signaling; B-score at 10 µM; Q96LB2; MrgX1-HEK293 cells, Fluo-4 calcium fluorescence, agonist mode; stronger effect = higher value; actives 0.44% (n = 310,000);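 active = calcium response B-score plate-corrected fluorescence ratio at least 3 library SD, with starting fluorescence B-score inside 5 SD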
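Assay system: MrgX1-expressing HEK293 cells / Amount: fifteen thousand cells per well / Doses: test compound in the initial addition of three / Timing: cells plated overnight, dye loaded 0.5 h 37 °C, 0.5 h room temperature / Technique: kinetic calcium dye fluorescence, Fluo-4 NW / Control set: positive and negative controls per plate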
* hit, by the source's call.

What do the screens show for `COc1ccc(Cl)cc1S(=O)(=O)N(C)CC(=O)NCc1ccccn1`?
HDAC3 inh: -2.7; MrgX1 PAM: inactive; SKKanGAS inh: 1.9; TRPC6 activator: inactive; TRPC6 inh: inactive; ANO1 block: inactive; MrgX1 antag: inactive; RGS4 block: inactive; TMEM16A act: inactive; RGS4 pot: inactive; MrgX1 agonist: inactive

How did COCCN(C(=O)COC(=O)C1COc2ccccc2O1)c1c(N)n(Cc2ccccc2)c(=O)[nH]c1=O (stereo not drawn) do in these assays?
HDAC3 inh: 0.6; MrgX1 PAM: inactive; SKKanGAS inh: -4.3; TRPC6 activator: inactive; TRPC6 inh: inactive; ANO1 block: inactive; MrgX1 antag: inactive; RGS4 block: inactive; TMEM16A act: inactive; RGS4 pot: inactive; MrgX1 agonist: inactive

How did Cc1cc(C)cc(NC(=O)N2CCCC2C(=O)Nc2ccc(-n3cnnn3)c(C)c2)c1 (stereo not drawn) do in these assays?
HDAC3 inh: 1.8; MrgX1 PAM: inactive; SKKanGAS inh: -14.7; TRPC6 activator: inactive; TRPC6 inh: inactive; ANO1 block: inactive; MrgX1 antag: inactive; RGS4 block: inactive; TMEM16A act: inactive; RGS4 pot: inactive; MrgX1 agonist: inactive

Results for Cc1ccc(-c2nc(CS(=O)CC(=O)NCc3ccccc3)c(C)o2)cc1 (stereo not drawn) ?
MrgX1 PAM: inactive; SKKanGAS inh: -6.9; TRPC6 activator: inactive; TRPC6 inh: inactive; ANO1 block: inactive; MrgX1 antag: inactive; RGS4 block: inactive; TMEM16A act: inactive; RGS4 pot: inactive; MrgX1 agonist: inactive

Results for C#Cc1ccc(C(=O)Nc2ccc(N3CCC(C)CC3)c(C(N)=O)c2)cc1 ?
HDAC3 inh: 0.9; MrgX1 PAM: inactive; SKKanGAS inh: 3.5; TRPC6 activator: inactive; TRPC6 inh: inactive; ANO1 block: inactive; MrgX1 antag: inactive; RGS4 block: inactive; TMEM16A act: inactive; RGS4 pot: inactive; MrgX1 agonist: inactive

What do the screens show for `O=C(NC1CCCC1)c1ccccc1-c1ccccc1`?
HDAC3 inh: 2.6; MrgX1 PAM: inactive; SKKanGAS inh: -18.8; TRPC6 activator: inactive; TRPC6 inh: inactive; ANO1 block: inactive; MrgX1 antag: inactive; RGS4 block: inactive; TMEM16A act: inactive; RGS4 pot: inactive; MrgX1 agonist: inactive

What do the screens show for `NS(=O)(=O)c1ccc(NC(=O)CN2CCN(S(=O)(=O)c3ccc(F)cc3)CC2)cc1`?
HDAC3 inh: -1.1; MrgX1 PAM: inactive; SKKanGAS inh: -3.5; TRPC6 activator: inactive; TRPC6 inh: inactive; ANO1 block: inactive; MrgX1 antag: inactive; RGS4 block: inactive; TMEM16A act: inactive; RGS4 pot: inactive; MrgX1 agonist: inactive

How did C=CCc1cccc2cc(C(=O)N3CCN(C(=O)c4ccco4)CC3)c(=O)oc12 do in these assays?
HDAC3 inh: 1.1; MrgX1 PAM: inactive; SKKanGAS inh: -10.9; TRPC6 activator: inactive; TRPC6 inh: inactive; ANO1 block: inactive; MrgX1 antag: inactive; RGS4 block: inactive; TMEM16A act: inactive; RGS4 pot: inactive; MrgX1 agonist: inactive

What do the screens show for `Cc1ccc(C(=O)Nc2cc(Cl)ccc2N2CCCCC2)s1`?
HDAC3 inh: 1.5; MrgX1 PAM: inactive; SKKanGAS inh: 7.4; TRPC6 activator: inactive; TRPC6 inh: inactive; ANO1 block: inactive; MrgX1 antag: inactive; RGS4 block: inactive; TMEM16A act: inactive; RGS4 pot: inactive; MrgX1 agonist: inactive

How did COc1ccc(/C=N/NC(=O)c2c(C)nnn2-c2nonc2N)cc1OC do in these assays?
HDAC3 inh: 9.8; MrgX1 PAM: inactive; SKKanGAS inh: -1.7; TRPC6 activator: inactive; TRPC6 inh: inactive; ANO1 block: inactive; MrgX1 antag: inactive; RGS4 block: inactive; TMEM16A act: inactive; RGS4 pot: inactive; MrgX1 agonist: inactive

How did CCc1nccn1S(=O)(=O)c1cc(Br)ccc1OC do in these assays?
HDAC3 inh: 0.0; MrgX1 PAM: inactive; SKKanGAS inh: -4.2; TRPC6 activator: inactive; TRPC6 inh: inactive; ANO1 block: inactive; MrgX1 antag: inactive; RGS4 block: inactive; TMEM16A act: inactive; RGS4 pot: inactive; MrgX1 agonist: inactive

How did NS(=O)(=O)c1ccc(C(=O)Nc2ccc(-c3nc4cccnc4s3)cc2)cc1 do in these assays?
HDAC3 inh: -25.6; MrgX1 PAM: inactive; SKKanGAS inh: 6.1; TRPC6 activator: inactive; TRPC6 inh: inactive; ANO1 block: inactive; MrgX1 antag: inactive; RGS4 block: inactive; TMEM16A act: inactive; RGS4 pot: inactive; MrgX1 agonist: inactive

How did O=S(=O)(c1cccc2cccnc12)N1CCc2ccccc21 do in these assays?
HDAC3 inh: -0.7; MrgX1 PAM: inactive; SKKanGAS inh: -8.6; TRPC6 activator: inactive; TRPC6 inh: inactive; ANO1 block: inactive; MrgX1 antag: inactive; RGS4 block: inactive; TMEM16A act: inactive; RGS4 pot: inactive; MrgX1 agonist: inactive

Results for NCCc1nnc(SCC(N)=O)o1 ?
HDAC3 inh: 1.6; MrgX1 PAM: inactive; SKKanGAS inh: 1.2; TRPC6 activator: inactive; TRPC6 inh: inactive; ANO1 block: inactive; MrgX1 antag: inactive; RGS4 block: inactive; TMEM16A act: inactive; RGS4 pot: inactive; MrgX1 agonist: inactive

How did CN(C)c1ccc(/C=N/N(CCC(=O)NC(C)(C)C)C2=NS(=O)(=O)c3ccccc32)cc1 do in these assays?
HDAC3 inh: 8.1; MrgX1 PAM: inactive; SKKanGAS inh: 17.8; TRPC6 activator: inactive; TRPC6 inh: inactive; ANO1 block: inactive; MrgX1 antag: inactive; RGS4 block: inactive; TMEM16A act: inactive; RGS4 pot: inactive; MrgX1 agonist: inactive

How did CS(=O)(=O)N1N=C(c2ccccc2)CC1c1ccc2c(c1)OCO2 (stereo not drawn) do in these assays?
HDAC3 inh: 5.3; MrgX1 PAM: inactive; SKKanGAS inh: 3.1; TRPC6 activator: inactive; TRPC6 inh: inactive; ANO1 block: inactive; MrgX1 antag: inactive; RGS4 block: inactive; TMEM16A act: inactive; RGS4 pot: inactive; MrgX1 agonist: inactive

What do the screens show for `COc1ccc(-n2nc(C(N)=O)c(O)cc2=O)cc1`?
HDAC3 inh: 3.4; MrgX1 PAM: inactive; SKKanGAS inh: -5.8; TRPC6 activator: inactive; TRPC6 inh: inactive; ANO1 block: inactive; MrgX1 antag: inactive; RGS4 block: inactive; TMEM16A act: inactive; RGS4 pot: inactive; MrgX1 agonist: inactive

Results for CC(=O)Nc1nnc(Cc2ccccc2)s1 ?
HDAC3 inh: -4.6; MrgX1 PAM: inactive; SKKanGAS inh: -4.8; TRPC6 activator: inactive; TRPC6 inh: inactive; ANO1 block: inactive; MrgX1 antag: inactive; RGS4 block: inactive; TMEM16A act: inactive; RGS4 pot: inactive; MrgX1 agonist: inactive

How did Cc1ccc(C(=O)NC(=S)N(C)Cc2ccccc2)cc1 do in these assays?
HDAC3 inh: -3.1; MrgX1 PAM: inactive; SKKanGAS inh: -7.9; TRPC6 activator: inactive; TRPC6 inh: inactive; ANO1 block: inactive; MrgX1 antag: inactive; RGS4 block: inactive; TMEM16A act: inactive; RGS4 pot: inactive; MrgX1 agonist: inactive

Results for CC(=O)N1c2ccc(S(=O)(=O)NCCc3ccc(Cl)cc3)cc2CC1C (stereo not drawn) ?
HDAC3 inh: -0.9; MrgX1 PAM: inactive; SKKanGAS inh: -7.0; TRPC6 activator: inactive; TRPC6 inh: inactive; ANO1 block: inactive; MrgX1 antag: inactive; RGS4 block: inactive; TMEM16A act: inactive; RGS4 pot: inactive; MrgX1 agonist: inactive

What do the screens show for `CON(C)c1nc(OCCNC(=O)OCc2ccc(Cl)cc2Cl)nc(N(C)C)n1`?
HDAC3 inh: -2.5; MrgX1 PAM: inactive; SKKanGAS inh: -11.0; TRPC6 activator: inactive; TRPC6 inh: inactive; ANO1 block: inactive; MrgX1 antag: inactive; RGS4 block: inactive; TMEM16A act: inactive; RGS4 pot: inactive; MrgX1 agonist: inactive

Results for Cc1nn(-c2ccc(N3CCCCC3)nn2)c(C)c1CCC(=O)Nc1cc(F)ccc1F ?
HDAC3 inh: -3.7; MrgX1 PAM: 7.82*; SKKanGAS inh: 2.8; TRPC6 activator: inactive; TRPC6 inh: inactive; ANO1 block: inactive; MrgX1 antag: inactive; RGS4 block: inactive; TMEM16A act: inactive; RGS4 pot: inactive; MrgX1 agonist: inactive

Results for Fc1cccc(CN2CCN(c3nc4nonc4nc3NC3CC3)CC2)c1 ?
HDAC3 inh: -4.4; MrgX1 PAM: inactive; SKKanGAS inh: -4.4; TRPC6 activator: inactive; TRPC6 inh: inactive; ANO1 block: inactive; MrgX1 antag: inactive; RGS4 block: inactive; TMEM16A act: inactive; RGS4 pot: inactive; MrgX1 agonist: inactive

Results for CCCCOc1cccc(C(=O)Nc2ccc(S(=O)(=O)Nc3nnc(CC)s3)cc2)c1 ?
HDAC3 inh: 6.3; MrgX1 PAM: inactive; SKKanGAS inh: 28.6; TRPC6 activator: inactive; TRPC6 inh: inactive; ANO1 block: inactive; MrgX1 antag: inactive; RGS4 block: inactive; TMEM16A act: inactive; RGS4 pot: inactive; MrgX1 agonist: inactive

Results for Cc1cccc(/N=C2/NC(=O)C(Cc3ccccc3)S2)n1 (stereo not drawn) ?
HDAC3 inh: 1.0; MrgX1 PAM: inactive; SKKanGAS inh: -13.6; TRPC6 activator: inactive; TRPC6 inh: inactive; ANO1 block: inactive; MrgX1 antag: inactive; RGS4 block: inactive; TMEM16A act: inactive; RGS4 pot: inactive; MrgX1 agonist: inactive

How did COc1cc(C)ccc1OCCOCCOc1ccc(C)cc1[N+](=O)[O-] do in these assays?
HDAC3 inh: 0.2; MrgX1 PAM: inactive; SKKanGAS inh: -13.3; TRPC6 activator: inactive; TRPC6 inh: inactive; ANO1 block: inactive; MrgX1 antag: inactive; RGS4 block: inactive; TMEM16A act: inactive; RGS4 pot: inactive; MrgX1 agonist: inactive

How did O=C(CCl)Nc1cccc2ncccc12 do in these assays?
HDAC3 inh: 1.9; MrgX1 PAM: inactive; SKKanGAS inh: -2.0; TRPC6 activator: inactive; TRPC6 inh: inactive; ANO1 block: inactive; MrgX1 antag: inactive; RGS4 block: inactive; TMEM16A act: inactive; RGS4 pot: inactive; MrgX1 agonist: inactive

Source: PubChem
